# Screens (PubChem BioAssay)
# NPY-Y2 PAM-ag – potentiates or activates human NPY-Y2 receptor; cells expressing NPY-Y2, potentiator/agonist read-out; activation, % at 3.6 µM; hit rate 0.45% among 220,000; AID 1359; in the data active means activation above about 27%;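 further: cells stimulated with NPY near EC25 plus isoproterenol at EC100; 0% = vehicle plus submaximal agonist and 100% = vehicle plus saturating agonist; some results beyond the cut were filed as inactive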
# Target sequence (P49146 whole entry, looked up): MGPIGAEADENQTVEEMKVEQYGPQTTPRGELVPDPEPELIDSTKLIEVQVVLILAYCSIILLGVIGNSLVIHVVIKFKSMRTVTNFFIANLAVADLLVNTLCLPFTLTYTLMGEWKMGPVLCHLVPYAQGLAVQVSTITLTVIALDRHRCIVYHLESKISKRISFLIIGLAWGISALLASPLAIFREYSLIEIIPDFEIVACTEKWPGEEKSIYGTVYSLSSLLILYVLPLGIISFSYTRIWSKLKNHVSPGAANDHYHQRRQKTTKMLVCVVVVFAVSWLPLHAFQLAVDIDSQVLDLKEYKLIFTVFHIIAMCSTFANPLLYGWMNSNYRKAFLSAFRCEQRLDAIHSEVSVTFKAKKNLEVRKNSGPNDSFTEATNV
# Ba/F3 V617F tox – loss of viability in JAK2V617F-driven Ba/F3 cells. hit rate 1.1% among 220,000. inhibition, % at 5.6 µM. AID 1446. Ba/F3 EpoR-JAK2V617F viability, ATP luminescence;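 active means inhibition above the campaign mean plus 3 SD over all tested compounds, cut at about 24% in these data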;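 further: cytokine-independent growth of Ba/F3 cells driven by EpoR plus mutant JAK2; 0% = DMSO-treated cells and 100% = JAK inhibitor I control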
# S1P4 agonist – agonists of human S1P4 receptor | O95977 | S1P4-expressing cell line, agonist reporter assay | activation, % at 4.98 µM | hit rate 0.35% among 220,000 | AID 1509; in the data active means activation above about 11%;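 further: 0% = DMSO vehicle and 100% = reference agonist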
# Target sequence (O95977 whole entry, looked up): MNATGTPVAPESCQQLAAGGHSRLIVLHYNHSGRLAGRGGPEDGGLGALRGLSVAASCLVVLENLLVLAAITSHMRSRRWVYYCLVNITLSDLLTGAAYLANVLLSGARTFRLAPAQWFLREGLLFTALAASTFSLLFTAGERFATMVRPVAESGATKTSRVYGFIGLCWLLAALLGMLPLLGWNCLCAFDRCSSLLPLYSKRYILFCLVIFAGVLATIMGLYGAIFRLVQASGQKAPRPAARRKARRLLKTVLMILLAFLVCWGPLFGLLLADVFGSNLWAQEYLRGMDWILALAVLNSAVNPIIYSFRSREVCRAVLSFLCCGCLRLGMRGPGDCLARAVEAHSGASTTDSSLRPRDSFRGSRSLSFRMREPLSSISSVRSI
# S1P4 antag – human S1P4 receptor antagonism. O95977. S1P4-expressing cells, antagonist mode, reporter read-out. inhibition, % at 4.98 µM. hit rate 0.26% among 220,000. AID 1510; in the data active means inhibition above about 29%;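 further: 0% = wells stimulated with agonist and 100% = vehicle wells without agonist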
# NPY-Y1 antag – NPY-Y1 (human) receptor antagonism; hit rate 1% among 200,000; inhibition, % at 3.6 µM; HEK293-CNG Y1 cells, membrane potential fluorescence; NPY at EC95, then isoproterenol; P25929;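 active means inhibition above the campaign mean inhibition of all tested compounds plus 3 SD, cut at about 20% in these data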;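 further: 0% = DMSO wells given NPY plus isoproterenol and 100% = isoproterenol alone without NPY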
#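 Test system: HEK293 cells co-expressing NPY Y1 receptor and cyclic-nucleotide gated channel; Also added: NPY (25 nM), isoproterenol (1 µM), Ro 20-1724 (25 µM); Compound dosing: one concentration, 3.6 µM, in 0.4% DMSO; Timing: dye 3 h, compound 60 min room temperature, stimulation 45 min; Technique: Membrane-potential fluorescent dye readout.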
# NPY-Y1 PAM-ag – potentiators or agonists of human neuropeptide Y receptor Y1 | hit rate 0.37% among 220,000 | NPY-Y1 expressing cells, potentiator/agonist activation | activation, % at 3.6 µM; in the data active means activation above about 33%, passing the limit was not always enough;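 further: cells stimulated with NPY at EC10 then isoproterenol at EC100; 0% = low agonist plus stimulus and 100% = saturating agonist plus stimulus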
# RBBP9 inhibitor – human RBBP9 hydrolase inhibition; recombinant RBBP9, FP-Rh probe fluorescence polarization; inhibition, % at 7.94 µM; hit rate 0.2% among 220,000;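 active means inhibition above the campaign mean of all tested compounds plus 3 SD, cut at about 14% in these data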;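 further: plate controls were DMSO wells with RBBP9 for no effect and wells lacking RBBP9 protein for full effect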
# Target sequence (O75884 whole entry, looked up): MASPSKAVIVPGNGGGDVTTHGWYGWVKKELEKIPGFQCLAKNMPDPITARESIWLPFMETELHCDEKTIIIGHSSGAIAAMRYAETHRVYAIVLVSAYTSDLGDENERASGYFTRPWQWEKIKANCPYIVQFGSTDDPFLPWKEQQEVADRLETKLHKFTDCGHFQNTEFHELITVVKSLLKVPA
#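 Test system – recombinant human RBBP9 · Input – RBBP9 2.5 µM in dispensing solution, pre-mixing · Medium – Tris buffer pH 8.0, NaCl, Pluronic · Schedule – preincubation 30 min plus labeling 45 min at 25 °C · Measured by – fluorescence polarization · Measure – % inhibition · Controls – DMSO and no-protein wells · Replicates – one well per compound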
# BaF3 parental – counter-screen for JAK2V617F inhibitors: parental Ba/F3 viability inhibitors. hit rate 1.1% among 220,000. CellTiter-Glo ATP luminescence. inhibition, % at 5.6 µM. AID 1486;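 active means inhibition above a per-campaign cutoff, the mean inhibition of all tested compounds plus 3 SD, cut at about 27% in these data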;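 further: 0% = DMSO wells and 100% = JAK Inhibitor I control wells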
# Runt-CBFb FRET – blocks binding of human RUNX1 Runt domain to CBFb | hit rate 0.46% among 220,000 | AID 1496 | inhibition, % at 20 µM | Cerulean-Runt/Venus-CBFb FRET ratio 530/480, 1 h | Q01196+Q13951;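 active means inhibition over about 50% at 20 µM in the single-dose screen, limit read from the data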;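 further: 0% = DMSO wells and 100% = excess unlabeled CBFb competitor control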
#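 Doses: 20 µM compound in 1% DMSO | Material: Cerulean-labeled Runt domain protein | Amount: Each fluorescent fusion protein 100 nM | Schedule: Two 1 h room-temperature incubations shielded from light | Measured by: FRET fluorescence | Evaluation: Loss of energy transfer signal | Controls: Unlabeled CBFb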
# * = called active by the depositor; · = not tested or not shown.
nr	canonical_smiles	NPY-Y1 PAM-ag	NPY-Y1 antag	Ba/F3 V617F tox	Runt-CBFb FRET	S1P4 agonist	RBBP9 inhibitor	BaF3 parental	S1P4 antag	NPY-Y2 PAM-ag
1	Cc1ccc(-c2noc(CCC(=O)N3CCCC3)n2)cc1	-10	0	0	2	-1.2	-2	4	-3	-11
2	O=C(CSc1nnc(-c2ccccc2)o1)OCc1ccccc1	-1	7	-5	0	0.2	2	-1	-11	1
3	COC(=O)c1c(NC(=O)CN2CCN(c3ccccc3OC)CC2)c2c(C)cccc2n1C	12	-2	2	-4	0.5	-5	2	8	5
4	O=C(CSc1ncccc1-c1nc2ccccc2[nH]1)Nc1ccc2c(c1)OCCO2	-21	1	-1	2	0.5	-4	4	-34	8
5	Cc1c(N=Nc2c(-c3ccc([N+](=O)[O-])cc3)[nH]n(C(N)=S)c2=O)cccc1[N+](=O)[O-]	19	-3	-2	-8	1.1	-6	5	-2	7
6	CN(C)S(=O)(=O)N1CCC(C(=O)O)(c2ccccc2)CC1	8	3	-1	1	0.4	5	4	-24	8
7	Cc1ccc(S(=O)(=O)NC(=S)NC2CCCCC2)cc1	-20	-9	3	3	-0.3	1	1	-7	-3
8	Cn1cc(CN2CCN(CCc3ccccc3)C(CCO)C2)cn1 (centres undefined)	-1	-1	-2	0	1.6	0	3	5	0
9	N=c1c2c(-c3ccccc3)c(-c3ccccc3)n(Cc3ccccc3)c2ncn1CCCn1ccnc1	-40	92*	2	-2	1.6	-7	4	-5	17
10	Cc1ccc(-c2ccc3nnc(SCC(=O)NCC4CCCO4)n3n2)cc1 (centres undefined)	6	-1	0	-2	-0.5	-7	2	11	3
11	O=C(CCCCN1CCCCC1)c1ccc2c(c1)Cc1ccccc1-2	-45	24*	-4	-1	0.2	-12	4	-9	-23
12	CCn1c(C)c(P(c2ccccc2)c2ccccc2)[n+]2ccccc12	14	0	69*	-2	-2.1	6	70*	2	6
13	O=C(O)C1CCN(c2c([N+](=O)[O-])cc(C(F)(F)F)cc2[N+](=O)[O-])CC1	-11	0	2	-2	0.8	-9	6	-35	-13
14	CCCCc1ccc(C(=O)NC(C(=O)O)C(C)C)cc1 (centres undefined)	-24	12	-4	1	0.7	-2	0	10	-7
15	CCNC(=O)NC(=O)C(C)Oc1ccc(Br)cc1Br (centres undefined)	21	0	0	1	2.9	1	11	5	-2
16	CCOc1ccccc1NC(=O)C(=O)N/N=C/c1ccc([N+](=O)[O-])cc1	-4	-1	-3	-3	-0.6	-6	0	-6	2
17	O=C(CSc1ncnc2c1nnn2Cc1ccc(F)cc1)NC1CCCCC1	11	2	-1	0	-0.8	6	-2	-5	13
18	COc1ccc(/C=N/Nc2ncc(C(F)(F)F)cc2Cl)c(OC)c1OC	2	1	3	-6	0.1	-4	10	-3	-7
19	C=CCNC(=O)COC(=O)c1ccc(C)c(NC(=O)c2ccco2)c1	9	9	-4	0	-1.5	0	-2	-3	-11
20	COC(=O)C1CC(O)CN1C(=O)Nc1ccccc1 (centres undefined)	-1	1	0	0	1.6	-4	3	-16	10
21	CC(C)CCN1NC2(CCC(C)CC2)NC1=S (centres undefined)	-4	·	-1	11	1.0	-13	1	8	0
22	O=C(NC1CCCC1)c1ccc(COCC(F)(F)C(F)F)o1	-7	10	0	-2	2.7	0	3	-11	3
23	Cn1c(=O)c2c(nc(N3CCCCCC3)n2CC(O)COc2ccc(Cl)cc2)n(C)c1=O (centres undefined)	-9	0	-3	-8	3.0	9	5	-21	-12
24	COC(=O)c1ccc(NC(=O)Cn2nc(-c3ccncc3)nc2SCC(=O)Nc2nccs2)cc1	12	-2	0	-4	-1.8	-3	8	5	3
25	COc1ccc(S(=O)(=O)N(C)c2ccc(OCC(=O)Nc3cc(C)on3)cc2)cc1	-12	-4	-3	-2	0.5	-1	3	-3	11
26	CCCCOc1ccc(C(=O)NCCC(=O)NCCCC(=O)OCC)cc1	19	·	-3	1	0.1	5	-3	-17	-2
27	Cc1cc(Cl)c2c(c1)[C@]1(C(=O)N2)[C@@H]2C(=O)N(Cc3ccccc3)C(=O)[C@@H]2[C@@H]2CCCN21	18	0	-1	-3	0.4	-4	2	-9	10
28	CC(=O)c1cc(-c2ccccc2)n(CC(=O)NC(C)(C)C)c1C	1	1	2	0	0.0	-2	2	-9	-5
29	CC(=O)Nc1ccc(S(=O)(=O)N(C)CC(=O)OCC(=O)Nc2ccc3c(c2)OCO3)cc1	-4	5	-3	-2	-0.8	-5	3	3	-1
30	COc1cc(/C=C/C(=O)OCC(=O)NC(=O)NC(C)(C)C)ccc1OCC#N	4	5	-1	-3	1.2	2	4	-19	-3

# A draw from above in order of SMILES length, highest first:
nr	canonical_smiles	NPY-Y1 PAM-ag	NPY-Y1 antag	Ba/F3 V617F tox	Runt-CBFb FRET	S1P4 agonist	RBBP9 inhibitor	BaF3 parental	S1P4 antag	NPY-Y2 PAM-ag
25	COc1ccc(S(=O)(=O)N(C)c2ccc(OCC(=O)Nc3cc(C)on3)cc2)cc1	-12	-4	-3	-2	0.5	-1	3	-3	11
19	C=CCNC(=O)COC(=O)c1ccc(C)c(NC(=O)c2ccco2)c1	9	9	-4	0	-1.5	0	-2	-3	-11
22	O=C(NC1CCCC1)c1ccc(COCC(F)(F)C(F)F)o1	-7	10	0	-2	2.7	0	3	-11	3

# Single records (already shown). Order of values: NPY-Y1 PAM-ag | NPY-Y1 antag | Ba/F3 V617F tox | Runt-CBFb FRET | S1P4 agonist | RBBP9 inhibitor | BaF3 parental | S1P4 antag | NPY-Y2 PAM-ag
# Results for CCn1c(C)c(P(c2ccccc2)c2ccccc2)[n+]2ccccc12 = 14 | 0 | 69* | -2 | -2.1 | 6 | 70* | 2 | 6
# Results for CCCCOc1ccc(C(=O)NCCC(=O)NCCCC(=O)OCC)cc1 = 19 | · | -3 | 1 | 0.1 | 5 | -3 | -17 | -2
# Results for N=c1c2c(-c3ccccc3)c(-c3ccccc3)n(Cc3ccccc3)c2ncn1CCCn1ccnc1 = -40 | 92* | 2 | -2 | 1.6 | -7 | 4 | -5 | 17
# Results for O=C(CSc1nnc(-c2ccccc2)o1)OCc1ccccc1 = -1 | 7 | -5 | 0 | 0.2 | 2 | -1 | -11 | 1
# Results for C=CCNC(=O)COC(=O)c1ccc(C)c(NC(=O)c2ccco2)c1 = 9 | 9 | -4 | 0 | -1.5 | 0 | -2 | -3 | -11

# Carrying on.
nr	canonical_smiles	NPY-Y1 PAM-ag	NPY-Y1 antag	Ba/F3 V617F tox	Runt-CBFb FRET	S1P4 agonist	RBBP9 inhibitor	BaF3 parental	S1P4 antag	NPY-Y2 PAM-ag
31	Cn1c(SCC(=O)Nc2nccs2)nnc1-c1ccc(S(=O)(=O)N2CCCC2)cc1	-14	-4	-2	0	1.8	-6	1	1	5
32	Cc1onc(-c2c(F)cccc2Cl)c1C(=O)OCn1nnc2ccccc2c1=O	1	2	-2	-4	-4.4	-10	5	-26	-3
33	CC(NC(=O)Nc1ccc(Cl)c(Cl)c1)C(c1ccccc1)N1CCOCC1 (centres undefined)	-20	7	-3	-1	0.5	-17	2	-20	-4
34	Nc1n[nH]c(C2CCCCC2)n1	1	0	1	-3	2.0	-2	6	-3	-8
35	COCc1[nH][nH]c(=O)c1C=Nc1ccc(Cl)cc1	4	-5	-4	1	0.9	-2	1	1	10
36	Cc1ccccc1C1CC(c2ccccc2)Nc2ncnn21 (centres undefined)	-12	6	-4	1	-0.4	-8	1	-8	-6
37	CC1CCc2nc(NC(=O)CN3CCOCC3)sc2C1 (centres undefined)	21	4	-2	-3	-1.1	-4	4	6	5
38	CC(=O)c1sc(N/N=C2\CC3CCC2(C)C3(C)C)nc1C (centres undefined)	33	15	-3	·	-0.6	-10	10	12	16
39	CCOCCCNC(=S)Nc1ccc(S(N)(=O)=O)cc1	-12	-1	0	34	1.2	1	4	-21	-5
40	S=C(NCCc1ccncc1)Nc1ccccc1	-8	6	-2	11	-0.6	2	0	13	-5
41	CS(=O)(=O)Oc1ccc2c(c1)O/C(=C\C=C\c1ccccc1)C2=O	18	·	-1	-47	-0.5	-5	-8	8	-19
42	Cc1cccc2c3nc4ccccc4nc3n(CCCN3C(=O)c4ccccc4C3=O)c12	0	2	1	-50	-0.1	3	11	-8	-5
43	O=C(Nc1cccnc1)c1cn(-c2ccccc2)nc1-c1cccs1	4	-4	-1	-5	1.1	-44	7	-5	5
44	CN(C)/C=C/C(=O)c1ccc(S(=O)(=O)c2ccccc2)cc1	17	-2	0	-1	1.0	-8	8	-23	9
45	Cc1sc2nc(SCC(=O)O)[nH]c(=O)c2c1C	-5	-2	-1	0	-1.0	8	2	-2	-8
46	COc1ccc(Cl)cc1NC(=O)CN1CCC(n2nnc3ccccc32)CC1	-28	2	-2	0	-1.6	1	-1	-9	-11
47	COc1ccc(CCN(C)C(=O)CN2C(=O)c3ccccc3S2(=O)=O)cc1OC	9	-10	-2	-2	-1.3	-3	-2	6	1
48	CCOC(=O)CN(C(=O)COc1nc(-c2ccccc2)cc(C)c1C#N)c1cccc(OC)c1	7	·	-4	0	-0.2	-3	-3	1	-17
49	CCOC(=O)CNc1c(N2CCN(c3ccccn3)CC2)c(=O)c1=O	9	-4	5	2	-1.8	-7	2	-17	1
50	O=C(CNC(=O)c1ccc(S(=O)(=O)N2CCCC2)cc1)N/N=C/c1ccco1	-5	0	3	-1	0.1	-7	4	16	-24
51	O=C(C1c2ccccc2Oc2ccccc21)N1CCN(c2ccc(Cl)cc2)CC1	-15	11	1	-1	1.0	4	4	16	-22
52	CN1CCN(NC(=O)c2ccc(Br)c(S(=O)(=O)N3CCOCC3)c2)CC1	-7	-1	-4	1	0.7	-4	0	3	11
53	CCc1cc2c(=O)c(-c3cscn3)coc2c(CN(C)C)c1O	11	3	-3	-2	0.0	-1	4	-5	15
54	O=C(O)CSCC(=O)NCc1csc2ccc(Cl)cc12	11	·	-2	2	-0.1	4	-1	-23	-17
55	O=C(CCCn1c(=S)[nH]c2cc3c(cc2c1=O)OCO3)N1CCN(c2ccccn2)CC1	-15	11	-3	2	-5.8	1	4	10	-3
56	O=C(Cc1cccs1)Nc1nnc(SCC(=O)NC2CCCCC2)s1	0	4	2	-2	-0.4	-7	2	6	-6

# Compounds from the list above containing a tert-butyl group (two):
nr	canonical_smiles	NPY-Y1 PAM-ag	NPY-Y1 antag	Ba/F3 V617F tox	Runt-CBFb FRET	S1P4 agonist	RBBP9 inhibitor	BaF3 parental	S1P4 antag	NPY-Y2 PAM-ag
28	CC(=O)c1cc(-c2ccccc2)n(CC(=O)NC(C)(C)C)c1C	1	1	2	0	0.0	-2	2	-9	-5
30	COc1cc(/C=C/C(=O)OCC(=O)NC(=O)NC(C)(C)C)ccc1OCC#N	4	5	-1	-3	1.2	2	4	-19	-3

# An unsorted share of the library; 3.6% or so of the library scored in one or more.
